p47phox inh – inhibitors of human p47phox binding; 0.53% of 220,000 active; P14598; p47phox/p22phox peptide binding, fluorescence polarization, 2 h; inhibition, % at 24.7 µM; AID 1274;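 active means inhibition above about 30%, limit read from the data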;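 further: 0% = p47phox with labelled peptide and 100% = labelled peptide alone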
Target sequence (P14598 whole entry, looked up): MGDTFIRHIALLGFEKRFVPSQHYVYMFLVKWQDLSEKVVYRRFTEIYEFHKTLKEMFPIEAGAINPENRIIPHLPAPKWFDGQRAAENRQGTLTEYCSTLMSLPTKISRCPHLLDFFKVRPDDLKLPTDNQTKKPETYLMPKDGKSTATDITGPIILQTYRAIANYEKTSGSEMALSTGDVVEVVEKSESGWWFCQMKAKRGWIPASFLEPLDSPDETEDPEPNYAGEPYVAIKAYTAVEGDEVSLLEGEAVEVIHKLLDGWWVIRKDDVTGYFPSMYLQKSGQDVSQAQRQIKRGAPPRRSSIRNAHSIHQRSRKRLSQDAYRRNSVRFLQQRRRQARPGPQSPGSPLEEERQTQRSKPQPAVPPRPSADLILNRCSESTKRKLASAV
MDM2 E3 inh – Mdm2 E3 ligase (human) inhibition; cell-based MDM2 ubiquitination luciferase reporter, 2 h; 0 = plate control, 100 = twice control, blank-subtracted; 0.11% of 210,000 active; signal enhancement, % at 5 µM; AID 1230; Q00987;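 active means signal enhancement of 30% or more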;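 further: luminescence tracks abundance of the self-degrading MDM2-luciferase fusion protein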
Target sequence (Q00987 whole entry, looked up, the tested form may be a part): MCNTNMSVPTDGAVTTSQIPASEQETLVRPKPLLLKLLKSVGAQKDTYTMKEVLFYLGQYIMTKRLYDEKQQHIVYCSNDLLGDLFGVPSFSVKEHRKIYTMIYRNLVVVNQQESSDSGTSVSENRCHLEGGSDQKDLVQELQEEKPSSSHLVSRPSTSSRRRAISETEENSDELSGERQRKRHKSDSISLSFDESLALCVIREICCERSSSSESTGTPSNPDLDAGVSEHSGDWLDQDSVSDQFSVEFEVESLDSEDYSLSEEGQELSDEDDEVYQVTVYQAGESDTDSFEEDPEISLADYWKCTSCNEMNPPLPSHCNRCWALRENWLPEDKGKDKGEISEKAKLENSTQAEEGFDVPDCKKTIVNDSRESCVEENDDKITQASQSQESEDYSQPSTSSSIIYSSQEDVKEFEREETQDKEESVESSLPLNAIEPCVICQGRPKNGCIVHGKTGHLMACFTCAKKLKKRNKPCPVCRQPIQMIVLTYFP
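Material: Stable MDM2–luciferase fusion reporter cells | Amount: 2000 cells seeded into each well | Dosing: One concentration, 5 µM, with 0.2% DMSO | Incubation: 4 h cell settling then 2 h compound exposure, 37 °C | Measured by: Luciferase luminescence | Read-out basis: % enhancement relative to plate controls after blank subtraction | Benchmarks: Control and blank well means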
CHOP inh – CHOP inhibition in unfolded protein response; CHO-K1 CHOP-promoter luciferase, tunicamycin-induced, 15-18 h; inhibition, % at 10 µM; 3.8% of 220,000 active; AID 2732;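 active means compounds that reduced the stress-induced luciferase reporter signal by more than about 70% of percent inhibition, limit read from the data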;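 further: 0% = tunicamycin plus vehicle and 100% = wells without tunicamycin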
Runt-SMMHC FRET – inhibitors of human RUNX1 Runt domain binding to CBFb-SMMHC | AID 1434 | Cerulean-Runt/Venus-CBFb-SMMHC FRET ratio 530/480, 1 h | inhibition, % at 20 µM | 0.74% of 220,000 active | Q01196+Q13951;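 active means mean inhibition across duplicate retests at 20 µM reaching about 50%, limit read from the data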;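 further: 0% = DMSO wells and 100% = wells with excess untagged CBFb-SMMHC; inhibitors lower the FRET ratio by blocking Runt binding to CBFb-SMMHC; some results filed as inactive read as strong as hits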
zfTRPN1 agonist – activates the zebrafish TRPN1 channel; HEK293 zebrafish TRPN1-YFP, Fluo-8 calcium fluorescence; 100% = response to 87 µM carbachol; activation, % at 3 µM; 0.18% of 220,000 active;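 active means activation above its plate's cutoff, the mean activation of test wells on that plate plus 3 SD, cut at about 19% in these data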;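 further: 0% = DMSO alone and 100% = 87 µM carbachol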
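Material: zebrafish TRPN1-YFP in HEK293 cells. Doses: one dose of 3 µM, 0.3% DMSO. Incubation: dye 1 h 37 °C plus 30 min RT. Measured by: intracellular calcium fluorescence with Fluo-8.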
EBV gp42 inh – blocks Epstein-Barr virus glycoprotein 42 binding. Q1HVG2. Fluorescence polarization binding assay, mP read-out. inhibition, % (tested at 21.74 µM). 0.42% of 220,000 active. AID 1085; in the data active means inhibition above about 50%
Target sequence (Q1HVG2 whole entry, looked up): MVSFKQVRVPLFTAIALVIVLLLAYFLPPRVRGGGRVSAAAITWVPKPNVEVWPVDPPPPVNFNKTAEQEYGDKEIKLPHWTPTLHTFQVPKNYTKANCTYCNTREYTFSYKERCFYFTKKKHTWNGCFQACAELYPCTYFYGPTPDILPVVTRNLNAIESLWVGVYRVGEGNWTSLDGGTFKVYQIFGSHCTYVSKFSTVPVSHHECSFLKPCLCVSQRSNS
PPC-1+TRAIL kill – compounds killing PPC-1 cancer cells with TRAIL present (potentiator screen, no TRAIL-free arm) | PPC-1 cells + TRAIL, ATPLite viability luminescence | cell killing (% activity), % at 4 µM | 0.41% of 220,000 active | AID 1443;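 active means cell killing above 50% in the first pass at 4 µM, then a duplicate retest at 5 µM averaging 50% or more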;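 further: plate controls were cells with TRAIL plus DMSO for no effect and medium-only wells lacking cells for full effect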
TNF death inh – blocks TNF-alpha induced death of Jurkat FADD-/- cells | Jurkat FADD-/- TNF necroptosis rescue, ATP luminescence, 24 h; 0 = TNF only, 100 = no-TNF cells | activation (protection from cell death), % at 10 µM | 0.068% of 220,000 active | AID 463075;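 active means activation, meaning protection from cell death, of at least 50% relative to plate controls; inactive means activation below 50%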;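 further: necroptosis triggered by 40 ng/mL TNF-alpha added together with compound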
TRPML3 agonist – agonists of human TRPML3 channel; Q8TDD5; 0.29% of 220,000 active; activation, % at 3 µM; HEK293 TRPML3-YFP, Fluo-8 calcium fluorescence; 100% = the carbachol control signal;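 active means activation above its plate's cutoff, the mean activation of the plate's test wells plus 3 SD, cut at about 12% in these data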;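 further: 0% = DMSO only wells and 100% = carbachol wells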
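Test system: TRPML3-YFP stable HEK293 cells. Doses: single point at 3 µM. Incubation: dye loading 1 h 37 °C then 30 min ambient, 125 s read. Signal: Fluo-8 calcium dye fluorescence, ex 470-495, em 515-575 nm. Measure: percent activation from peak-to-basal fluorescence ratio, scaled between DMSO and carbachol.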
* marks the source's active call; other numbers are inactive results; . = not tested or not shown.

SMILES	p47phox inh	MDM2 E3 inh	CHOP inh	Runt-SMMHC FRET	zfTRPN1 agonist	EBV gp42 inh	PPC-1+TRAIL kill	TNF death inh	TRPML3 agonist
CCc1oc(C(=O)O)cc1CN(CC)CC	-2	-3	8	-2	1.1	-9	21	-0.4	0.8
C/C(=N\NC(=O)C1(C)CC1(Br)Br)c1ccc(NC(=O)c2ccc(C)o2)cc1 (centres undefined)	-24	-15	-20	2	1.7	-5	17	6.0	-0.7
CCOc1cc(NC(=S)NCCCN(C)C)c(OCC)cc1NC(=O)C1CC1	-12	-8	14	-5	-0.1	6	6	0.2	0.8
CC(=O)Nc1nc(C(F)(F)F)cs1	1	-6	-9	5	0.5	-11	6	-0.2	0.5
O=c1[nH]c(/C=C2\C=Nc3ccccc32)c(O)n1Cc1ccccc1F	-10	-1	56	0	0.3	-5	12	-8.5	0.2
CCOC(=O)N1CCC(NC(=O)c2ccc3c(c2)sc2nc(-c4ccccc4)cn23)CC1	-17	-5	4	20	2.9	-18	-9	-6.9	0.9
CCc1nnc(NC(=O)c2ccc(-c3ccccc3F)o2)s1	8	-7	38	1	-1.5	3	8	0.9	0.8
CC(CCc1ccccc1)NC(=O)C1CCCN(C(=O)c2cc3sccc3n2C)C1 (centres undefined)	-14	-9	56	2	1.4	-14	11	-7.5	-0.9
COc1cccc(-c2nc3ccccc3s2)c1	-5	-6	73*	-1	-1.4	-22	36	-0.6	0.7
CN1/C(=C\C=Nc2cc(S(=O)(=O)N3CCOCC3)ccc2N2CCOCC2)C(C)(C)c2ccccc21	-2	-8	14	-40	2.7	-26	-5	4.1	0.4
Cc1ccccc1OCCN1C(=O)NC2(CCc3ccccc32)C1=O (centres undefined)	-13	6	-7	-2	-0.6	-9	-3	-1.4	0.6
Cn1c(=O)c2c(n(Cc3ccccc3)c1=O)NC(=O)C2CC(=O)O (centres undefined)	-8	-11	-20	0	0.6	-18	-3	0.4	0.5
O=C(COC(=O)/C=C/c1ccc2c(c1)OCO2)NC1CCS(=O)(=O)C1 (centres undefined)	-9	.	18	1	1.0	-20	27	0.7	-0.7
CCC1Oc2ccccc2N(CC(=O)NCCN2CCc3ccccc3C2)C1=O (centres undefined)	-2	-11	19	-1	-0.6	-15	-17	1.2	1.3
Cc1ccc(F)cc1NC(=O)Nc1cc(C(C)(C)C)nn1C	-10	-6	19	3	2.3	-10	13	6.4	1.8
COc1cc2nc(SCC(N)=O)n(CCC3=CCCCC3)c(=O)c2cc1OC	5	-18	70	-2	0.9	1	7	1.2	0.6
O=C(O)CC1=C(c2ccc(F)cc2)CCC1=O	-8	-14	-18	1	0.1	-8	14	0.1	0.5
COc1ccc(C)cc1NS(=O)(=O)c1cccc2nonc12	-18	-10	52	-6	0.9	-18	14	0.4	0.3
O=C(CCc1nc2ccccc2c(=O)[nH]1)NC1CCN(Cc2ccccc2)CC1	-16	-7	48	2	0.4	-8	1	1.5	0.8
CC1Cc2ccccc2N1C(=O)CSc1nncn1C (centres undefined)	-4	0	13	2	0.4	-13	25	0.4	-0.6
O=C(c1cnn(-c2ccccc2)c1)c1ccc2ccccc2c1O	-30	-2	38	-77	0.5	-19	8	-3.5	0.3
O=C(Nc1cccnc1)c1cccc(S(=O)(=O)N2CCc3ccccc32)c1	-5	-2	31	-2	3.2	-2	13	0.4	2.3
CS(=O)(=O)Oc1ccccc1/C=C1/N=C(c2ccc(F)cc2)OC1=O	-8	15	46	-2	0.6	3	15	-0.5	0.4
N#C/C=C1\Sc2ccccc2C(=O)N1CC(=O)N1CCN(S(=O)(=O)c2ccccc2)CC1	-19	-8	3	27	0.2	-7	7	-2.1	0.2
O=C1C2C(c3ccccc3)(C(=O)N1c1ccc(Cl)cc1)C2(c1ccccc1)c1ccccc1 (centres undefined)	-10	-16	39	4	3.2	-11	32	-1.8	2.1
Cc1onc(-c2ccccc2)c1C(=O)Oc1cccnc1	-10	-22	6	2	0.4	-7	32	-0.7	-0.4
COC(=O)C(C)Sc1nc2c(c(=O)[nH]c(=O)n2C)n1CCCc1ccccc1 (centres undefined)	-2	-15	-32	5	0.3	-1	2	-3.0	-0.2
COc1ccc(NC(=O)CSc2nc(N)c3cc4c(nc3n2)CCCC4)c(OC)c1	-26	12	-6	0	-2.3	-17	-6	-7.1	-0.5
COC(=O)c1ccccc1NC(=O)C1CC(=O)N(c2ccc(OC)cc2)C1 (centres undefined)	-3	-16	18	-4	0.9	4	4	-0.9	0.4
CCOC(=O)C1CCN(c2ncnc3cc(OC)c(OC)cc23)CC1	-4	-1	3	1	2.3	-9	-2	1.9	0.5
O=C1C2C3C=CC(C3)C2C(=O)N1Cc1cccnc1 (centres undefined)	-7	-29	9	2	2.1	-12	5	-0.4	1.1
CCCC(=O)Nc1cnc(NC(=O)c2cccc(F)c2)cc1C	0	-49	-10	-1	1.2	-31	14	-0.7	1.0
NS(=O)(=O)c1ccc(CNC(=O)/C=C/c2c(Cl)cccc2Cl)cc1	-10	-8	42	-2	1.8	-10	9	-4.9	0.0
Cc1ccc(C(=O)N/N=C\c2cccn2C)cn1	-9	-5	-12	131	-0.3	0	6	-1.2	0.3
COc1ccc(C(=O)/C=C/c2ccc(N(C)C)cc2)c(OC)c1	-130	-10	-3	81	44*	-99	8	-12	20*
Cc1cc(C)c2c(N)c(C(=O)NNC(=O)c3ccccc3)sc2n1	-7	-26	22	2	-1.3	-22	2	0.5	-0.8

Six structures from above, arranged by SMILES length, rising.
SMILES	p47phox inh	MDM2 E3 inh	CHOP inh	Runt-SMMHC FRET	zfTRPN1 agonist	EBV gp42 inh	PPC-1+TRAIL kill	TNF death inh	TRPML3 agonist
CCCC(=O)Nc1cnc(NC(=O)c2cccc(F)c2)cc1C	0	-49	-10	-1	1.2	-31	14	-0.7	1.0
COc1ccc(C(=O)/C=C/c2ccc(N(C)C)cc2)c(OC)c1	-130	-10	-3	81	44*	-99	8	-12	20*
Cc1cc(C)c2c(N)c(C(=O)NNC(=O)c3ccccc3)sc2n1	-7	-26	22	2	-1.3	-22	2	0.5	-0.8
COC(=O)c1ccccc1NC(=O)C1CC(=O)N(c2ccc(OC)cc2)C1 (centres undefined)	-3	-16	18	-4	0.9	4	4	-0.9	0.4
COC(=O)C(C)Sc1nc2c(c(=O)[nH]c(=O)n2C)n1CCCc1ccccc1 (centres undefined)	-2	-15	-32	5	0.3	-1	2	-3.0	-0.2
O=C1C2C(c3ccccc3)(C(=O)N1c1ccc(Cl)cc1)C2(c1ccccc1)c1ccccc1 (centres undefined)	-10	-16	39	4	3.2	-11	32	-1.8	2.1

The listing continues.
SMILES	p47phox inh	MDM2 E3 inh	CHOP inh	Runt-SMMHC FRET	zfTRPN1 agonist	EBV gp42 inh	PPC-1+TRAIL kill	TNF death inh	TRPML3 agonist
O=C(NNC(=S)NC(=O)c1ccccc1[N+](=O)[O-])c1ccccc1O	-4	-9	10	1	-2.2	4	12	0.0	1.1
CN(c1ccccc1C(=O)Nc1ccc(S(=O)(=O)N2CCOCC2)cc1)S(=O)(=O)c1ccccc1	-7	-13	22	6	-0.8	-17	14	2.9	0.6
Cc1cc([N+](=O)[O-])ccc1NC(=O)CSc1nccc(=O)[nH]1	-13	-11	8	1	1.0	5	20	-0.7	1.2
Nc1c(C(=O)NCc2ccc3c(c2)OCO3)nnn1Cc1ccc(Br)cc1	-21	.	49	-1	15	-32	23	1.9	7.8
Cc1cccc(N2C(=O)CCC2=O)n1	2	-1	-8	0	0.3	7	18	-0.2	1.1
COc1ccc(N2C(=O)CN(Cc3cc(OC)c(OC)c(OC)c3)C2=S)cc1	-8	6	20	-1	2.3	1	-17	0.6	-0.5
COc1ccc(NS(=O)(=O)c2cccc(NC(=O)CCC(=O)c3ccc(Cl)cc3)c2)cc1	-13	-5	51	-3	1.9	-9	20	1.9	1.0
COc1cc(C=Nc2c(C)cc(C)cc2C)ccc1OC(C)=O	-3	-4	-20	2	-0.1	-8	33	-0.5	0.2
COc1ccc(NC(=O)c2ccc(C#N)cc2)cc1NS(=O)(=O)c1ccc(F)cc1	-6	4	50	1	-0.9	-12	16	1.8	0.6
COCCCNC(=S)NC(=O)c1ccc(C)cc1	-7	-12	2	-2	-0.1	-13	12	0.5	0.3
Cc1cccc(-n2cc(CN3CCCN(C=O)CC3)c(-c3cccc(F)c3)n2)c1	1	9	2	-3	-0.1	2	12	2.7	-0.2
CC(NC(=O)COC(=O)c1ccc(Cl)cc1O)c1ccc(F)cc1 (centres undefined)	0	-7	15	-5	8.0	-1	26	2.7	4.9

Entries of single compounds as entered above.
Cc1cccc(N2C(=O)CCC2=O)n1 is listed as p47phox inh = 2; MDM2 E3 inh = -1; CHOP inh = -8; Runt-SMMHC FRET = 0; zfTRPN1 agonist = 0.3; EBV gp42 inh = 7; PPC-1+TRAIL kill = 18; TNF death inh = -0.2; TRPML3 agonist = 1.1
COc1ccc(NS(=O)(=O)c2cccc(NC(=O)CCC(=O)c3ccc(Cl)cc3)c2)cc1 is listed as p47phox inh = -13; MDM2 E3 inh = -5; CHOP inh = 51; Runt-SMMHC FRET = -3; zfTRPN1 agonist = 1.9; EBV gp42 inh = -9; PPC-1+TRAIL kill = 20; TNF death inh = 1.9; TRPML3 agonist = 1.0

More compounds:
SMILES	p47phox inh	MDM2 E3 inh	CHOP inh	Runt-SMMHC FRET	zfTRPN1 agonist	EBV gp42 inh	PPC-1+TRAIL kill	TNF death inh	TRPML3 agonist
COCCOC(=O)c1c(C)n(C)c2ccc(OC(=O)C3CC3)cc12	1	-17	10	0	-0.1	-5	14	-0.1	0.1
C/C=C(/C)C(=O)O[C@@H]1[C@H](OC(C)=O)c2c(ccc3ccc(=O)oc23)OC1(C)C	10	.	11	1	-0.9	2	10	0.9	-0.7
O=C(O/N=C(/c1ccccc1)c1ccncc1)c1ccc(F)cc1	15	6	18	1	-0.9	7	17	0.2	-0.8
O=C(OCC(=O)N1CCCCC1)c1c[nH]c(=O)[nH]c1=O	-9	-17	-11	0	0.3	5	-5	-2.7	1.0
COc1ccc(/C=c2/sc3nc(-c4ccccc4)c(-c4ccccc4)n3c2=O)cc1	-12	-12	8	-30	1.0	-18	5	1.1	0.7
Cc1ccc(-n2c(SCC(=O)OC(C)C)nnc2-c2ccco2)cc1	-11	-14	-5	4	-1.2	-4	-13	-1.3	0.2
O=C(CC(c1ccccc1)c1ccccc1O)NCCN1CCOCC1 (centres undefined)	-9	1	16	5	-1.0	-11	18	-0.1	0.2
CCOC(=O)C(/C(C)=N/NC(=O)c1ccccc1[N+](=O)[O-])C(C)C (centres undefined)	-12	-3	-2	-3	-2.5	-16	-20	-0.9	-1.1
Cc1ccc(C(=O)Nc2ncc(Cc3ccc(F)cc3)s2)o1	-10	-4	-7	3	2.4	-3	33	-3.2	-0.5
Cn1c(=O)c2c(nc(NC(Cc3ccccc3)C(=O)O)n2Cc2ccccc2)n(C)c1=O (centres undefined)	-21	11	17	4	0.2	-20	-3	-0.2	0.2

Source: PubChem BioAssay (several laboratories)
